Assay outcomes deposited in PubChem BioAssay by Johns Hopkins Ion Channel Center.
MrgX1 ag = agonists of human MrgX1 receptor, primary screen, HEK293 cells, Fluo-4 calcium flux | 310,000 compounds, 0.44% hits | Fluo-4 calcium fluorescence, agonist mode; active compounds read high | B-score at 10 µM | AID 588627, 2011;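 active means calcium response B-score plate-corrected fluorescence ratio at least 3 library SD, with starting fluorescence B-score inside 5 SD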
Target sequence (Q96LB2 whole entry, looked up): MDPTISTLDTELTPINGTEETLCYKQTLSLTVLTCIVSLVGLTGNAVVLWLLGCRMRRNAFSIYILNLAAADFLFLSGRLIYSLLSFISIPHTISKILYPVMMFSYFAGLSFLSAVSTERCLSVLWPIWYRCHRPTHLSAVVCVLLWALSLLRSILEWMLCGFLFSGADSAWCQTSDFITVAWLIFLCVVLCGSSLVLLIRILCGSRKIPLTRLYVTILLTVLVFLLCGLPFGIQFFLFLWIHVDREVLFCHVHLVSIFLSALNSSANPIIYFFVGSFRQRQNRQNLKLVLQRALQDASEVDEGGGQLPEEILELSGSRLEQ
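Material: MrgX1-expressing HEK293 cells / Dosing: compound as first of three additions / Incubation: overnight seeding, then 1 h dark dye loading / Signal: Fluo-4 NW calcium fluorescence / Evaluation: B-scored fluorescence response ratio / Benchmarks: positive and negative control wells on each plate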
TRPC4 PAM = positive allosteric modulators of TRPC4, primary screen, cell-based, mouse TRPC4beta, HEK293 mu-opioid, Fluo-4 calcium; AID 2227, 2009; B-score at 10 µM; DAMGO EC20, Fluo-4 Ca2+ flux; active compounds read high; 310,000 compounds, 0.42% hits;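 active means B-score of calcium response area above 5 SD of library B-scores, with initial fluorescence ratio within 5 SD of library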;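 further: B-score of integrated fluorescence ratio over time as area under calcium response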
TRPC4 agonist = activators of mouse TRPC4 channel, primary screen, Fluo4 calcium, HEK293 TRPC4beta/mu-opioid cells; Short transient receptor potential channel 4 (Mus musculus), Q9QUQ5; Fluo4 calcium fluorescence; active compounds read high; B-score at 10 µM; 310,000 compounds, 0.49% hits;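 active means B-score above 5 SD of library B-scores, and initial fluorescence ratio not above library mean plus 5 SD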;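 further: positive B-score marks a calcium rise read as TRPC4 activation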
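Assay system: HEK293 stable line with TRPC4beta plus mu-opioid receptor; schedule: 45 min room-temperature Fluo4 loading, 110 s read; technique: kinetic Fluo4 calcium fluorescence; evaluation: integrated baseline-normalised fluorescence ratio, converted to per-well B score; controls: buffer (low) and maximal DAMGO (high)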
MrgX1 PAM = positive allosteric modulators of MrgX1, primary screen, HEK293 cells, Fluo-4 calcium flux | AID 588675, 2011 | FDSS; active compounds read high | B-score at 10 µM | 310,000 compounds, 0.63% hits | Mas-related G-protein coupled receptor member X1 (Homo sapiens), Q96LB2;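 active means plate-corrected calcium response at least 3 library SD above typical, normal starting fluorescence, not activating the receptor alone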;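 further: compound read alongside a low EC10 to EC30 dose of BAM8-22 agonist; peak minus trough fluorescence over baseline measured at the second addition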
ANO1 block = TMEM16A chloride channel inhibitors, primary screen, cell-based, HTS; normalized B-score (activity score, 25-100; higher = stronger inhibition) at 10 µM; 310,000 compounds, 1.2% hits; AID 588511, 2011; HEK293 TMEM16A/YFP iodide influx fluorescence, ionomycin; Anoctamin-1 (Mus musculus), Q8BHY3;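 active means ratio plate-corrected score three or more library SD toward inhibition, starting fluorescence score within five deviations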;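 further: score derived from kinetic fluorescence span divided by baseline fluorescence per well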
MrgX1 antag = antagonists of human MrgX1 receptor, primary screen, HEK293 cells, Fluo-4 calcium flux; Mas-related G-protein coupled receptor member X1 (Homo sapiens), Q96LB2; BAM8-22 antagonism; active compounds read low; 310,000 compounds, 1.3% hits; B-score at 10 µM; AID 588676, 2011;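 active means calcium-response B-score plate-corrected more than 3 library SD below zero, starting fluorescence within 5 deviations, no agonist response on first addition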;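 further: peak minus trough fluorescence over baseline after final BAM8-22 challenge near maximal dose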
TRPC6 activator = mouse TRPC6 channel activators, primary screen, cell-based, HEK293, membrane potential dye | HEK293-TRPC6 membrane potential dye fluorescence; active compounds read high | B-score at 10 µM | 310,000 compounds, 0.13% hits;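 active means B-score of the integrated fluorescence ratio above library mean plus 3 SD, and starting fluorescence ratio within library mean plus 5 SD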;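 further: higher score means more depolarization so channel activation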
RGS4 inh = RGS4 inhibitors, primary screen, cell-based, HEK293 M3R inducible RGS4, calcium flux | Fluo-4 calcium flux; active compounds read high; triggered by carbachol at its EC20 | 310,000 compounds, 0.45% hits | Regulator of G-protein signaling 4 (Homo sapiens), P49798 | AID 463165, 2010 | B-score at 10 µM;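 active means B-score, a plate-corrected calcium signal, over three deviations above library mean, with baseline fluorescence within five deviations of library mean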;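 further: RGS4 expression induced by doxycycline in cells with stable M3 receptor; B-score is computed from the integrated fluorescence ratio over baseline after carbachol; higher B-score means a larger calcium signal and so more RGS4 inhibition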
Target sequence (P49798 whole entry, looked up): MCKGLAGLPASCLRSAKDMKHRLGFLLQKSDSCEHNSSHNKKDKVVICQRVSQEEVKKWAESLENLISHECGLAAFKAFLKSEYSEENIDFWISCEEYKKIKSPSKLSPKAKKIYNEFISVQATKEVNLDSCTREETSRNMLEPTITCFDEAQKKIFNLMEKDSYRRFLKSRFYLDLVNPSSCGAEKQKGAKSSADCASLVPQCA
TMEM16A act = TMEM16A chloride channel activators or potentiators, primary screen, cell-based, HTS; Anoctamin-1 (Mus musculus), Q8BHY3; HEK293 TMEM16A/YFP-H148Q/I152L, iodide quench fluorescence; active compounds read low; 340,000 compounds, 0.3% hits; B-score at 10 µM;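 active means fluorescence-ratio B-score plate-corrected deviation score at least 3 library SD below zero, with starting fluorescence score within 5 deviations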;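 further: channel opened by trigger with iodide after compound preincubation; score built on the fluorescence ratio of max minus min over baseline; more negative score means more quench and so TMEM16A activation or potentiation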
TRPC4 block = inhibitors of mouse TRPC4 channel, primary screen, Fluo4 calcium, HEK293 TRPC4beta/mu-opioid cells. DAMGO-evoked Fluo4 calcium flux; active compounds read low. B-score at 10 µM. Short transient receptor potential channel 4 (Mus musculus), Q9QUQ5. AID 2247, 2010. 300,000 compounds, 0.39% hits;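 active means B-score over 3 SD under the library average, no early fluorescence shift, positive overall ratio signal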
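test system = HEK293 cells with stable TRPC4beta plus mu-opioid receptor expression | detection = Fluo4 Ca2+ flux fluorescence | read-out = integrated fluorescence ratio relative to baseline, converted to per-well B score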
TRPC6 inh = mouse TRPC6 channel inhibitors, primary screen, cell-based, HEK293, membrane potential dye | Short transient receptor potential channel 6 (Mus musculus), Q61143 | 310,000 compounds, 1.1% hits | ACh-evoked depolarization; active compounds read low | AID 2553, 2010 | B-score at 10 µM;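 active means B-score under library mean minus 3 SD, initial fluorescence not abnormally high, positive integrated signal ratio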;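 further: B-score derived from integrated fluorescence ratio over the kinetic read; more negative B-score means stronger inhibition of depolarization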
Calls only.

Results for COc1cc(C2NC(=O)C(C#N)=C(S)N2c2ccccc2)ccc1OC(C)C (stereo not given) ?
MrgX1 ag: inactive; TRPC4 PAM: inactive; TRPC4 agonist: inactive; MrgX1 PAM: inactive; ANO1 block: inactive; MrgX1 antag: inactive; TRPC6 activator: inactive; RGS4 inh: inactive; TMEM16A act: inactive; TRPC4 block: inactive; TRPC6 inh: inactive

How did O=C(CCN1C(=O)[C@@H]2Cc3ccccc3CN2C1=O)Nc1cccc(F)c1 do in these assays?
MrgX1 ag: inactive; TRPC4 PAM: inactive; TRPC4 agonist: inactive; MrgX1 PAM: inactive; ANO1 block: inactive; MrgX1 antag: inactive; TRPC6 activator: inactive; RGS4 inh: inactive; TMEM16A act: inactive; TRPC4 block: inactive; TRPC6 inh: inactive

How did CCc1ccccc1NC(=O)c1cc(-c2ccc(F)cc2)on1 do in these assays?
MrgX1 ag: inactive; TRPC4 PAM: inactive; TRPC4 agonist: inactive; MrgX1 PAM: inactive; ANO1 block: inactive; MrgX1 antag: inactive; TRPC6 activator: inactive; RGS4 inh: inactive; TMEM16A act: inactive; TRPC4 block: inactive; TRPC6 inh: inactive

Results for CN(CCc1ccccc1)C1CCCN(S(=O)(=O)N(C)C)C1 (stereo not given) ?
MrgX1 ag: inactive; TRPC4 PAM: inactive; TRPC4 agonist: inactive; MrgX1 PAM: inactive; ANO1 block: inactive; MrgX1 antag: inactive; TRPC6 activator: inactive; RGS4 inh: inactive; TMEM16A act: inactive; TRPC4 block: inactive; TRPC6 inh: inactive

Results for O=C(Oc1ccc(-c2ccccc2)cc1)C1C2CCCCC21 (stereo not given) ?
MrgX1 ag: inactive; TRPC4 PAM: inactive; TRPC4 agonist: inactive; MrgX1 PAM: inactive; ANO1 block: inactive; MrgX1 antag: inactive; TRPC6 activator: inactive; RGS4 inh: inactive; TMEM16A act: inactive; TRPC4 block: inactive; TRPC6 inh: inactive

What do the screens show for `O=S1CCCSC1c1cccnc1` (stereo not given)?
MrgX1 ag: inactive; TRPC4 PAM: inactive; TRPC4 agonist: inactive; MrgX1 PAM: inactive; ANO1 block: inactive; MrgX1 antag: inactive; TRPC6 activator: inactive; RGS4 inh: inactive; TMEM16A act: inactive; TRPC4 block: inactive; TRPC6 inh: inactive

How did CCOC(=O)c1ccc(Oc2ccc(C(F)(F)F)cn2)cc1 do in these assays?
MrgX1 ag: inactive; TRPC4 PAM: inactive; TRPC4 agonist: inactive; MrgX1 PAM: inactive; ANO1 block: inactive; MrgX1 antag: inactive; TRPC6 activator: inactive; RGS4 inh: inactive; TMEM16A act: inactive; TRPC4 block: inactive; TRPC6 inh: inactive

Results for Cn1c(CCC(=O)Nc2ccccc2F)nnc1SCC(=O)Nc1ccccc1Cl ?
MrgX1 ag: inactive; TRPC4 PAM: inactive; TRPC4 agonist: inactive; MrgX1 PAM: inactive; ANO1 block: inactive; MrgX1 antag: inactive; TRPC6 activator: inactive; RGS4 inh: inactive; TMEM16A act: inactive; TRPC4 block: inactive; TRPC6 inh: inactive

Results for N#C/C(=C\c1ccc([N+](=O)[O-])cc1)c1ccccn1 ?
MrgX1 ag: inactive; TRPC4 PAM: inactive; TRPC4 agonist: inactive; MrgX1 PAM: inactive; ANO1 block: inactive; MrgX1 antag: inactive; TRPC6 activator: inactive; RGS4 inh: inactive; TMEM16A act: inactive; TRPC4 block: inactive; TRPC6 inh: inactive

Results for Cc1cccc(NC(=O)CSc2nnnn2-c2cccnc2)c1 ?
MrgX1 ag: inactive; TRPC4 PAM: inactive; TRPC4 agonist: inactive; MrgX1 PAM: inactive; ANO1 block: inactive; MrgX1 antag: inactive; TRPC6 activator: inactive; RGS4 inh: inactive; TMEM16A act: inactive; TRPC4 block: inactive; TRPC6 inh: inactive

How did COc1ccc(-c2cc(C(F)F)n3ncc(C(=O)Nc4cc(C)on4)c3n2)cc1 do in these assays?
MrgX1 ag: inactive; TRPC4 PAM: inactive; TRPC4 agonist: inactive; MrgX1 PAM: inactive; ANO1 block: inactive; MrgX1 antag: inactive; TRPC6 activator: inactive; RGS4 inh: inactive; TMEM16A act: inactive; TRPC4 block: inactive; TRPC6 inh: inactive

Results for Cc1ccc(-n2c(C)cc(C(=O)CN3CCOCC3)c2C)cc1C ?
MrgX1 ag: inactive; TRPC4 PAM: inactive; TRPC4 agonist: inactive; MrgX1 PAM: inactive; ANO1 block: inactive; MrgX1 antag: inactive; TRPC6 activator: inactive; RGS4 inh: inactive; TMEM16A act: inactive; TRPC4 block: inactive; TRPC6 inh: inactive

Results for CC(C)(C)N/N=C1\CC(c2ccccc2)Oc2ccccc21 (stereo not given) ?
MrgX1 ag: inactive; TRPC4 PAM: inactive; TRPC4 agonist: inactive; MrgX1 PAM: inactive; ANO1 block: inactive; MrgX1 antag: inactive; TRPC6 activator: inactive; RGS4 inh: inactive; TMEM16A act: inactive; TRPC4 block: inactive; TRPC6 inh: inactive

What do the screens show for `CCOc1ccc(/C(CCC(=O)O)=N/NC(=S)NCCc2ccccc2)cc1`?
MrgX1 ag: inactive; TRPC4 PAM: inactive; TRPC4 agonist: inactive; MrgX1 PAM: inactive; ANO1 block: inactive; MrgX1 antag: inactive; TRPC6 activator: inactive; RGS4 inh: inactive; TMEM16A act: inactive; TRPC4 block: inactive; TRPC6 inh: inactive

Results for O=C(NCc1ccccn1)c1ccccc1OCc1ccc(F)cc1 ?
MrgX1 ag: inactive; TRPC4 PAM: inactive; TRPC4 agonist: inactive; MrgX1 PAM: inactive; ANO1 block: inactive; MrgX1 antag: inactive; TRPC6 activator: inactive; RGS4 inh: inactive; TMEM16A act: inactive; TRPC4 block: inactive; TRPC6 inh: inactive

What do the screens show for `CCCCN(C(=O)NC(=O)Nc1cccc(C)c1C)S(C)(=O)=O`?
MrgX1 ag: inactive; TRPC4 PAM: inactive; TRPC4 agonist: inactive; MrgX1 PAM: inactive; ANO1 block: inactive; MrgX1 antag: inactive; TRPC6 activator: inactive; RGS4 inh: inactive; TMEM16A act: inactive; TRPC4 block: inactive; TRPC6 inh: inactive

How did Cc1ccc(C(C(=O)NC2CCCCC2)N2CCN(C(=O)c3ccco3)CC2)cc1 (stereo not given) do in these assays?
MrgX1 ag: inactive; TRPC4 PAM: inactive; TRPC4 agonist: inactive; MrgX1 PAM: inactive; ANO1 block: inactive; MrgX1 antag: inactive; TRPC6 activator: inactive; RGS4 inh: inactive; TMEM16A act: inactive; TRPC4 block: inactive; TRPC6 inh: inactive

Results for CCc1[nH]nc(C(=O)N2CCCC(Nc3ccc(C(C)C)cc3)C2)c1C (stereo not given) ?
MrgX1 ag: inactive; TRPC4 PAM: inactive; TRPC4 agonist: inactive; MrgX1 PAM: inactive; ANO1 block: inactive; MrgX1 antag: inactive; TRPC6 activator: inactive; RGS4 inh: inactive; TMEM16A act: inactive; TRPC4 block: inactive; TRPC6 inh: inactive

Results for Cn1c(=O)c2c(ncn2CC(=O)N/N=C/C(Cl)=C/c2ccccc2)n(C)c1=O ?
MrgX1 ag: inactive; TRPC4 PAM: inactive; TRPC4 agonist: inactive; MrgX1 PAM: inactive; ANO1 block: inactive; MrgX1 antag: inactive; TRPC6 activator: inactive; RGS4 inh: inactive; TMEM16A act: inactive; TRPC4 block: inactive; TRPC6 inh: inactive

What do the screens show for `CC(c1ccco1)N(C(=O)c1ccc(C#N)cc1)c1ccccn1` (stereo not given)?
MrgX1 ag: inactive; TRPC4 PAM: inactive; TRPC4 agonist: inactive; MrgX1 PAM: inactive; ANO1 block: inactive; MrgX1 antag: inactive; TRPC6 activator: inactive; RGS4 inh: inactive; TMEM16A act: inactive; TRPC4 block: inactive; TRPC6 inh: inactive

How did N#Cc1c(N)nc2c(c1-c1ccc3c(c1)OCO3)CCCCCC2 do in these assays?
MrgX1 ag: inactive; TRPC4 PAM: inactive; TRPC4 agonist: inactive; MrgX1 PAM: inactive; ANO1 block: inactive; MrgX1 antag: inactive; TRPC6 activator: inactive; RGS4 inh: inactive; TMEM16A act: inactive; TRPC4 block: inactive; TRPC6 inh: inactive

Results for CCCC(=O)Nc1sc(-c2ccccc2)c(-c2ccccc2)c1C(=O)O ?
MrgX1 ag: inactive; TRPC4 PAM: inactive; TRPC4 agonist: inactive; MrgX1 PAM: inactive; ANO1 block: inactive; MrgX1 antag: inactive; TRPC6 activator: inactive; RGS4 inh: inactive; TMEM16A act: inactive; TRPC4 block: inactive; TRPC6 inh: inactive

How did Cc1ccc(S(=O)(=O)N(C)C)cc1-n1c(SCC(=O)Nc2ccc(F)cc2)nc2ccccc2c1=O do in these assays?
MrgX1 ag: inactive; TRPC4 PAM: inactive; TRPC4 agonist: inactive; MrgX1 PAM: inactive; ANO1 block: inactive; MrgX1 antag: inactive; TRPC6 activator: inactive; RGS4 inh: inactive; TMEM16A act: inactive; TRPC4 block: inactive; TRPC6 inh: inactive

Results for CC1=CS(=O)(=O)CC1Sc1nc2ccccc2[nH]1 (stereo not given) ?
MrgX1 ag: inactive; TRPC4 PAM: inactive; TRPC4 agonist: inactive; MrgX1 PAM: inactive; ANO1 block: inactive; MrgX1 antag: inactive; TRPC6 activator: inactive; RGS4 inh: inactive; TMEM16A act: inactive; TRPC4 block: inactive; TRPC6 inh: inactive

Not a hit list; overall some 5.8% were active at least once.
